Screening data deposited in PubChem BioAssay by National Center for Advancing Translational Sciences (NCATS).
RGS4 inh: Inhibitors of Regulator of G Protein Signaling (RGS) 4: qHTS | Regulator of G-protein signaling 4 (Homo sapiens), P49798 | Transcreener GDP fluorescence polarization, RGS4-accelerated GTP hydrolysis | Potency, µM (top dose mostly 114 µM), inactives show at the top dose activity change, negative = inhibition, usual class: inhibitors | hit rate 0.039% among 390,000; note: potency is the fitted concentration of half-maximal effect; % is set by controls: 0 for no effect and ±100 for the full control effect; nearly all actives have a fitted effect of over 75% in size; some results filed as inactive show a strong effect at the top dose
Target sequence (P49798 whole entry, looked up): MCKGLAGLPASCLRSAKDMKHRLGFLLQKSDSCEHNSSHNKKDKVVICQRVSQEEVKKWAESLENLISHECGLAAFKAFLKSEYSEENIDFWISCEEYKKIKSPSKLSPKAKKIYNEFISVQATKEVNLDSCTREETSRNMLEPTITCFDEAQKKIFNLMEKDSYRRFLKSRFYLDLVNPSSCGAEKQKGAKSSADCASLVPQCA
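MLSMR compounds (23 nl, pin-transferred) preincubated 10 min at room temperature with a 500nM (2x) first reagent, then RGS4 at 900nM (2x) plus Transcreener GDP mix added; fluorescence polarization (620/688 nm) read before and after 90 min at 30 °C.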
LDHA inh: qHTS assay for inhibitors of human lactate dehydrogenase; purified LDHA, NADH/diaphorase-resazurin fluorescence; active compounds read low; hit rate 0.15% among 480,000; L-lactate dehydrogenase A chain (Homo sapiens), P00338; AID 1347041, 2019; activity change, % (values are at about 110 or 230 µM); in the data active = activity change below about -30%; inconclusive = mostly about -25% to -30%;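 note: plate controls were DMSO wells for no effect and wells without enzyme for full effect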
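LDH5 2 nM; NADH 0.06 mM, pyruvate 0.2 mM; 200 mM Tris pH 7.4, EDTA, Tween-20; 5 min RT. Detection: diaphorase 0.133 mg/mL + resazurin 37 µM, fluorescence ex540/em590 at 0 and 20 min; normalized to enzyme-free and DMSO wells.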
Vif-A3F inh: qHTS for Inhibitors of Vif-A3F Interactions: qHTS; HeLa A3F-eYFP + Vif (tagged APOBEC3F with the HIV-1 protein that degrades it), YFP fluorescence increase; Potency, µM (series often up to 46.1 µM), without a hit: at the top dose activity, negative = active; hit rate 0.2% among 390,000; note: potency is the fitted concentration of half-maximal effect; % of control where 0% means no effect; nearly all actives have a fitted effect of over 65% in size
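HeLa cells stably expressing Vif plus C-terminally eYFP-tagged A3F were seeded, incubated overnight at 37 deg C, dosed with compound, incubated overnight again at 37 deg C. Yellow fluorescence (Ex 488/Em 500-530) reported blocked Vif-mediated A3F-eYFP degradation.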
GRP78 ERSR act: qHTS for Inducers of the Endoplasmic Reticulum Stress Response (ERSR) in Human Glioma: qHTS | Potency, µM, for the others: top-dose activation, actives largely listed as activators | AID 602332, 2012 | U87-MG GRP78 promoter luciferase reporter, 16 h | hit rate 0.02% among 420,000; note: potency is the fitted concentration of half-maximal effect; series mostly up to about 76 µM; % of control where 0% means no effect; nearly all actives have a fitted effect of over 35% in size
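ERSR induction read as luciferase luminescence (Bright-Glo, 10 min at room temperature) in stably transfected human U87-MG glioma cells exposed to compounds for 16 h, using GRP78 as sensor.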
D2 ag: HTS Assay for Allosteric Agonists of the Human D2 Dopamine Receptor: Primary Screen for Agonists | activation, % at 2 µM | hit rate 0.53% among 340,000 | D(2) dopamine receptor (Homo sapiens), P14416 | HEK293 T-REx D2 cells, calcium flux agonist mode | AID 485358, 2010;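 active = activation over 3 SD above normal in the single-dose calcium agonist read, cut at about 30% in these data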; note: 0% is about no effect
Target sequence (P14416 whole entry, looked up): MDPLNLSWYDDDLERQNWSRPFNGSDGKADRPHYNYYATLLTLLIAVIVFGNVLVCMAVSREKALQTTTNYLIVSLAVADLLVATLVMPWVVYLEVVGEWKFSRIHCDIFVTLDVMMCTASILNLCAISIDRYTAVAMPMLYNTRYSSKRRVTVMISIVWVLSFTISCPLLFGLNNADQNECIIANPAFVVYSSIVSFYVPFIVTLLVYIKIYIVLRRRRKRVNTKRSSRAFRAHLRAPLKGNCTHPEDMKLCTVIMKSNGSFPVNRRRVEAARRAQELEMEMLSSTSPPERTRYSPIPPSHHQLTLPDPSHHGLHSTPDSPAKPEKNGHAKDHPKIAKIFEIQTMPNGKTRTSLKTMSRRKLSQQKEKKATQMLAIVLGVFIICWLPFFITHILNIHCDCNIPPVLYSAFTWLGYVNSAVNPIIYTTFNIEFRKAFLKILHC
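Agonism is scored from calcium flux in a force-coupled, inducible HEK293 cell line expressing D2, read kinetically for 180 s after compound addition against dopamine controls.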
Vif-APOBEC3G blk: qHTS for Inhibitors of Vif-A3G Interactions: qHTS. DNA dC->dU-editing enzyme APOBEC-3G (Homo sapiens), Q9HC16. HeLa A3G-eYFP + Vif (tagged APOBEC3G with the HIV-1 protein that degrades it), YFP fluorescence, overnight. Potency, µM (titrated, usually from 46.1 µM), without a hit: at the top dose activity, negative = active, actives largely listed as inhibitors. hit rate 0.076% among 410,000. AID 602310, 2012;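 note: potency is the fitted concentration of half-maximal effect; % is set by controls: 0 for no effect and ±100 for the full control effect; nearly all actives have a fitted effect of over 60% in size; hits raise eYFP signal because A3G escapes Vif-driven loss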
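HeLa cells stably expressing Vif and C-terminally eYFP-tagged A3G, seeded overnight at 37 deg C, then exposed to compound by pintool overnight at 37 deg C. Rise in yellow fluorescence (Ex 488/Em 500-530, Acumen) marks blocked Vif-driven A3G degradation.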
D2 antag: HTS Assay for Allosteric Antagonists of the Human D2 Dopamine Receptor: Primary Screen for Antagonists. D(2) dopamine receptor (Homo sapiens), P14416. inhibition, % at 10 µM. hit rate 2% among 340,000. HEK293 TREx D2 cells, calcium flux, dopamine EC80; in the data active = inhibition above about 30%; note: 0% is about no effect
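Calcium mobilization kinetics were recorded at 1 s intervals in tetracycline-induced HEK293 T-REx D2 cells, first for 180 s after compound addition and then 180 s after EC80 dopamine.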
ALOX12 inh: Primary qHTS assay for inhibitors of human arachidonate 12S-lipoxygenase (ALOX12): Round 2. Polyunsaturated fatty acid lipoxygenase ALOX12 (Homo sapiens), P18054. hit rate 1.1% among 580,000. purified 12hLO, xylenol orange hydroperoxide absorbance. Potency, µM (top dose mostly 108 µM), without a hit: at the top dose activity change, negative = inhibition, usual class: inhibitors; note: potency is the fitted concentration of half-maximal effect; % is set by controls: 0 for no effect and ±100 for the full control effect
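Hydroperoxide product was detected by ferrous iron/xylenol orange as the 573 to 405 nm absorbance ratio. Arachidonic acid at 40 uM (final) was turned over for 30 min at room temperature by 150 nM human 12hLO, pH 7.0 Hepes buffer, after 15 min compound preincubation.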
ERG-DNA inh: qHTS for Small Molecule Inhibitors of the ERG Ets/DNA interaction | fluorescence polarization, His-ERG Ets domain / labelled DNA | Potency, µM (top dose mostly 76.9 µM), without a hit: top-dose FP activity, negative = inhibition, actives largely listed as inhibitors | hit rate 0.028% among 370,000 | Transcriptional regulator ERG (Homo sapiens), P11308 | AID 624246, 2012; active = well fitted inhibition curve with a large enough effect in the polarisation, with a control signal flat; inconclusive = small, poorly fitted or top-dose-only effect, or effect the other way, or a change in a side signal; inactive = no such curve, though single readings can be large or run the other way; the % refers to the polarisation;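 note: polarization taken with two DNA probes labelled with fluorescein and Texas red; potency is the fitted concentration of half-maximal effect; % of control where 0% means no effect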
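His-tagged ERG Ets domain (1 uM in the protein solution; 300mM KCl, 50mM Tris-HCl, 1mM EDTA, 1mM DTT, pH 7.5) received compound, then a probe mix of 5 nM fluorescein-DNA and 100nM Texas-615-DNA. Fluorescence polarization was read for both dyes.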
* hit, by the source's call; i = inactive; ? = inconclusive; · = no result given; & = joins results of further samples; [ ] = another dose, or the depositor's remark. Unless noted, calls come from the whole dose curve; as a rule, active = well fitted curve in the direction sought with a large enough effect; inconclusive = small, poorly fitted or top-dose-only effect, or another doubt; inactive = no such curve, though single readings can be large; an effect the other way counts as inactive or inconclusive.

SMILES	RGS4 inh	LDHA inh	Vif-A3F inh	GRP78 ERSR act	D2 ag	Vif-APOBEC3G blk	D2 antag	ALOX12 inh	ERG-DNA inh
CN(C)c1nc(C(N)=O)nc(N2CCOCC2)n1	2.1%	-1.9	6.4%	-0.2%	·	1.4%	·	-8.7%	-3.4%
CN(C)N=C1c2cc(S(=O)(=O)N(C)C)ccc2-c2ccc(S(=O)(=O)N(C)C)cc21	5.7%	-1.8	-0.4%	-2.9%	0.7	-10.3%	-34.7	1.6%	-3.3%
O=C(CCC(=O)NCc1ccccc1)NCc1ccccc1	0.8%	-2.2	-0.2%	-2.9%	-0.3	-3.4%	-11.2	?	-3.6%
COc1ccc(-c2csc(NC(=O)CN3C(=O)CCC3=O)n2)cc1OC	-4.0%	-6.7	0.0%	-0.9%	0.0	0.1%	-9.8	-12.2%	-7.7%
O=C(CN1CCN(c2ccc(F)cc2)CC1)Nc1ccccc1[N+](=O)[O-]	?	-3.3	11.8%	0.9%	0.7	3.3%	7.3	-18.3%	-10.4%
O=S(=O)(c1ccc(Cl)cc1)c1nc(-c2ccccc2F)oc1NCc1ccccc1	-1.5%	-6.2	-16.9%	-3.7%	-1.8	-0.1%	·	-0.7%	5.6%
Cc1nn(Cc2ccccc2)c2c1C(c1ccco1)C(C#N)=C(N)O2 (stereo not drawn)	2.3%	12.2	-9.9%	-4.3%	-1.3	-1.8%	-19.3	?	-1.5%
O=C1C[C@H](NC(=O)OCc2ccccc2)CO1	5.5%	-2.1	1.9%	-1.7%	0.8	-0.5%	19.5	5.7%	0.0%
O=C1C(Cc2ccccc2)C(c2ccccc2)N1c1ccccc1 (stereo not drawn)	5.5%	1.3	-2.6%	-2.9%	-0.3	-0.7%	1.0	7.7%	-4.0%
Cc1nn(C(=O)c2cccc([N+](=O)[O-])c2C)c(C)c1S(=O)(=O)N1CCOCC1	-17.2%	-2.7	-12.3%	2.6%	-0.9	-5.6%	·	0.0%	-1.0%
CC(C)NC(=O)COC(=O)c1ccc(Cl)c(S(=O)(=O)N2CCCC2)c1	4.1%	-5.1	-0.3%	-4.5%	-1.2	-0.6%	0.6	-15.6%	7.8%
COC(=O)[C@]1(C)N[C@H](CN(C)S(=O)(=O)c2ccc(C(C)(C)C)cc2)[C@@H]2C(=O)N(C)C(=O)[C@@H]21	6.7%	-1.2	5.8%	1.6%	·	0.0%	·	-34.9%	-2.8%
O=C(Oc1ccccc1C(=O)Nc1ccccc1)c1ccc(Br)c([N+](=O)[O-])c1	-35.8%	0.4	1.3%	31.6µM*	-0.8	5.9%	13.2	-1.4%	-3.3%
Cc1ccc(C)c(OCCCCn2cnc3ccccc3c2=O)c1	8.7%	1.4	0.4%	-0.5%	-0.5	-9.4%	3.3	18.6%	7.3%
COCC(=O)Nc1ccccc1NC(C)=O	14.9%	-6.6	2.3%	-0.7%	0.6	-0.4%	-2.9	13.4%	-4.0%
COc1ccc(OCC(O)CN(C)C(=O)C(C)Oc2ccccc2)cc1 (stereo not drawn)	-8.4%	-1.9	3.1%	0.7%	0.7	-0.7%	-3.8	0.0%	10.8%
COc1ccc(OCC(=O)N2CCN(c3nnc(-c4ccc(C)cc4)c4ccccc34)CC2)cc1	-13.4%	-0.7	-4.1%	-1.7%	0.2	3.1%	-12.0	37.7%	4.0%
Cc1c(/C(O)=C2\C(=O)C(=O)N(CCN(C)C)C2c2ccccc2)cnn1-c1ccccc1 (stereo not drawn)	2.9%	-2.4	1.7%	-2.1%	1.7	3.6%	-2.5	4.5%	-16.5%
O=c1cc(CO)oc(C(Nc2ccccn2)c2ccc(F)cc2)c1O (stereo not drawn)	-51.0%[56.9 µM]	10.3	-4.5%	-3.5%	-0.3	0.4%	-4.7	?	1.4%
N#Cc1ccccc1N=C1CCCN1Cc1ccccc1	-22.0%	-0.2	-0.9%	-1.6%	-1.0	-0.7%	-5.5	35.8%[activator]	-10.3%
CN(Cc1ccccc1)Cc1nc2c(c(=O)n(C)c(=O)n2C)n1Cc1ccccc1Cl	-13.0%	-0.5	-5.4%	-3.6%	-1.3	0.1%	-1.4	1.0%	-0.5%
COc1ccc(S(=O)(=O)CCC(=O)Nc2c(C)cccc2C)cc1	-4.1%	-3.0	-1.4%	-6.6%	0.3	-1.4%	-21.2	-12.5%	11.3%
C=CCNc1nc2c(c(=O)n(C)c(=O)n2C)n1CC	1.5%	-3.4&8.3	1.0%	-4.7%	-0.4	-2.2%	-0.3	2.0%&-1.0%	-8.6%
O=C(COc1ccc2ccccc2c1)NC1CC(=O)N(c2ccc(F)cc2)C1 (stereo not drawn)	-20.5%	-1.8	0.7%	-1.4%	1.8	1.4%	·	-17.7%	6.4%
CCN(CC)S(=O)(=O)c1ccc(NC2CCN(Cc3ccccc3)CC2)nc1	2.5%	-6.3	12.0%	-3.8%	-0.2	1.6%	36.3*	-19.7%	-8.5%
COc1ccc(C(=O)NC(C(=O)NCC2CCCO2)C(C)C)cc1 (stereo not drawn)	9.1%	-2.5	3.8%	-3.4%	0.7	2.7%	15.2	2.0%	-3.2%
O=C(/C=C/c1ccco1)Nc1ccccc1N1CCOCC1	-1.1%	-5.1	-0.2%	-4.5%	0.0	-9.0%	-3.5	-1.6%	0.3%
CC(=O)Nc1ccc2c(c1)C(N1CC3CCC(CC3)C1)c1ccccc1-2 (stereo not drawn)	-42.2%	2.9	-14.2%	-3.0%	·	-2.1%	·	?	21.0%
CCOC(=O)c1c(C)[nH]c(C(=O)C(C)OC(=O)c2cccc(OCc3c(C)noc3C)c2)c1C (stereo not drawn)	2.0%	0.2	0.0%	-4.4%	0.8	-3.8%	8.1	2.4%	-6.3%
CN(C)C(=O)OCC1COc2ccccc2O1 (stereo not drawn)	10.0%	-8.6	-0.6%	-2.9%	-0.2	-5.1%	19.7	-1.0%	-1.4%
COc1ccc(NC(=O)Cn2c(=O)n(-c3cc(C)cc(C)c3)c(=O)c3oc4ccccc4c32)cc1OC	-12.4%	1.6	2.7%	-2.6%	-0.5	-3.0%	·	-15.8%	0.0%
Cc1cccc(OC(C)C(=O)Nc2ncn[nH]2)c1 (stereo not drawn)	-2.8%	-8.8	-2.5%	-4.2%	0.1	0.3%	·	-11.9%	0.6%
CCc1ccc(OCC(=O)N(Cc2ccc(C(C)C)cc2)C2CCS(=O)(=O)C2)cc1 (stereo not drawn)	-2.9%	-0.8	-1.5%	1.8%	0.2	-12.1%	·	0.9%	-2.2%
O=C(CN1C(=O)NC(CCc2ccccc2)C1=O)Nc1ccc(F)c(F)c1F (stereo not drawn)	13.8%	-5.6	-4.3%	-2.2%	·	1.1%	·	3.1%	-10.2%
O=[n+]1c2c(n([O-])c3cc(Br)ccc31)CCCC2	7.4%	11.1	2.8%	-3.2%	-1.6	1.8%	-10.8	-12.9%	13.1%
O=C(CSc1ccc(-c2ccccn2)nn1)Nc1nccs1	2.0%	0.6	2.3%	4.4%	0.3	-0.7%	3.3	-2.1%	-27.5%
c1ccc(-c2nnc(-c3ccccc3)c(-c3c[nH]c4ccccc34)n2)cc1	1.3%	-7.8	2.2%	-4.8%	0.0	-2.9%	-6.6	-21.3%	-0.3%
O=[N+]([O-])c1ccc(N/N=C\c2ccccc2OCc2ccccc2)cc1	-27.0%	1.7	-16.3%	-3.3%	7.9	-8.0%	-10.9	?	-2.4%
COc1ccc(NCc2ccsc2)cc1	2.5%	3.5	-5.8%	3.1%	·	0.1%	·	i	9.2%

Not all compounds are listed (hit frequency here may not be typical).
